Bioassay records deposited in PubChem by several laboratories.
DDE Tn6 FP inh: disrupts Tn6 cyclic peptide binding to fibrin D-Dimer-E complex. P02675. Fibrin DD(E) TRITC-Tn6 fluorescence polarization displacement. inhibition, % at 8.3 µM. hit rate 0.21% among 370,000. AID 720509;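 active means inhibition above a per-campaign cutoff: mean of compounds within control limits plus 3 SD, cut at about 15% in these data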;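 further: 0% = median of all compound wells on the plate and 100% = blocking peptide control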
proKLK7 act: activates the human kallikrein-7 zymogen; P49862; purified proKLK7, EDANS-DABCYL substrate fluorescence; 100% is mature enzyme control, 0% vehicle; activation, % at 7 µM; hit rate 0.9% among 370,000;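 active means activation above the mean of all tested compounds plus 3 SD, computed per campaign excluding outliers beyond control limits, cut at about 13% in these data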
PLC-beta3 inh: blocks human PLC-beta3 enzyme activity; Q01970; Purified PLC-beta3, fluorogenic substrate, fluorescence; hit rate 0.18% among 370,000; inhibition, % at 12.2 µM; AID 720704; in the data active means inhibition above about 11%;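 further: 0% = median of compound wells on plate and 100% = full blocker control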
Rev-erbA mod: modulates human Rev-erb alpha binding to DNA; hit rate 0.79% among 370,000; AID 1259318; activity, % at 10 µM; Rev-erbα–FITC-DNA binding, fluorescence polarization, 90 min;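 active means activity above about 14%, limit read from the data; passing the limit was not always enough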;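 further: 0% = DMSO wells with 35 nM protein and 100% = DMSO wells with 750 nM protein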
PLCg1 inh: inhibitors of human phospholipase C gamma1. purified PLC-gamma1, fluorogenic substrate, fluorescence. AID 720700. hit rate 0.84% among 370,000. inhibition, % at 12.2 µM. P19174; in the data active means inhibition above about 9.5%
Target sequence (P19174 whole entry, looked up): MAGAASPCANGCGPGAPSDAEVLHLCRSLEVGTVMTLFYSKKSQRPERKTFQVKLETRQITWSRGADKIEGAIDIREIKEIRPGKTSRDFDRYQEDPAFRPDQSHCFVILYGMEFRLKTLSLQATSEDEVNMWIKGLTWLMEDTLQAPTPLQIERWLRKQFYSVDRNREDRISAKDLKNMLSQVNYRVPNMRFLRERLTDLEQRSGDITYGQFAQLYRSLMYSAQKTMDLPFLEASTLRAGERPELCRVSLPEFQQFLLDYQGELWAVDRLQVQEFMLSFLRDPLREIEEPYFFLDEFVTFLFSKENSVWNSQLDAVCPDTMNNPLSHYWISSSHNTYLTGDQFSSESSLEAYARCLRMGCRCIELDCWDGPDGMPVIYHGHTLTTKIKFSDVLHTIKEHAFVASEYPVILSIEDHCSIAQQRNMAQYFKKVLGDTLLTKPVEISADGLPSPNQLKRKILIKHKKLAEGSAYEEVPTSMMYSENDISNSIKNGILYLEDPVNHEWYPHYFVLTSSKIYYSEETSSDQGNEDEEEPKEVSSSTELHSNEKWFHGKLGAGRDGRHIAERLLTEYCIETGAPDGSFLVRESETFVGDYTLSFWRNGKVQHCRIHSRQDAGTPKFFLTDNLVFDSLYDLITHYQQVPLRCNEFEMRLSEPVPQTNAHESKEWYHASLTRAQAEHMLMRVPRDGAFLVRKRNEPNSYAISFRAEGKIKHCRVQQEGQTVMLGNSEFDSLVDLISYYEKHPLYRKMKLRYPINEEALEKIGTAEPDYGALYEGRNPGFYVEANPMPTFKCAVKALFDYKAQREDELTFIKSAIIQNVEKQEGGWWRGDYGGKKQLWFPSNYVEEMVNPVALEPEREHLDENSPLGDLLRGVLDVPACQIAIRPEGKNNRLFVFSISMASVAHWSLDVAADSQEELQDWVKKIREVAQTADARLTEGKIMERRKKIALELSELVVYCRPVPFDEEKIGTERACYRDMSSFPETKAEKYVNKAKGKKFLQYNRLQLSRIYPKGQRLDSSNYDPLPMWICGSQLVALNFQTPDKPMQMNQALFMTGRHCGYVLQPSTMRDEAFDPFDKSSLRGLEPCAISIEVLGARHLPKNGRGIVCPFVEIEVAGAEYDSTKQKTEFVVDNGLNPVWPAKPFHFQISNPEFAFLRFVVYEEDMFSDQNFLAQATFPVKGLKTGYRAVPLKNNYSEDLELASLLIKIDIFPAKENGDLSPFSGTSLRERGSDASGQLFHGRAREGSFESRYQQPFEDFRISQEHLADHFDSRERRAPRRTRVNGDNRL
UHRF1 binding: UHRF1 methyl-DNA binding inhibition; UHRF1 binding to methylated oligo, TR-FRET; Q96T88; hit rate 0.75% among 370,000; inhibition, % at 4.4 µM; AID 687016; in the data active means inhibition above about 21%;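 further: UHRF1 SRA domain binding a hemimethylated CpG hairpin DNA probe; 0% = median of test compound wells and 100% = reference inhibitor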
ASAP1 GAP inh: blocks human ASAP1-stimulated Arf1 GTP hydrolysis | GDP FP detection | Q9ULH1 | inhibition, % at 16.5 µM | hit rate 0.19% among 360,000; in the data active means inhibition above about 25%;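 further: 0% = vehicle with enzyme and substrate and 100% = no enzyme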
ARFGAP1 inhibitor: inhibits rat ARF GTPase activating protein 1. Q62848. inhibition, % at 16.5 µM. Arfgap1-stimulated ARF1 GTP hydrolysis, GDP FP detection. hit rate 0.26% among 360,000. AID 651572;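 active means inhibition above a per-plate limit, mean inhibition of low control wells plus 3 SD, cut at about 25% in these data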;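 further: 0% = DMSO wells with enzyme and 100% = wells lacking Arfgap1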
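Assay system: purified rat His6-Arfgap1 residues 1-136 (GAP domain); Reagent: human Δ17 ARF1 bound to GTP; Dosing: 16.5 µM single point, 1.26% DMSO; Times: GTP hydrolysis reaction 2 h at 25 °C; Signal: FP, GDP Alexa 633 tracer displaced from anti-GDP antibody, 620/688 nm; Measure: % inhibition from polarization.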
HGIII-sPLA2 inh: Inhibits HGIII-sPLA2 liposome hydrolysis, primary screen. Q9NZ20. QFRET BODIPY PC-A2 liposome hydrolysis, fluorescence. inhibition, % at 12.2 µM. hit rate 0.56% among 370,000. AID 743126;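 active means inhibition above mean plus 3 SD of compounds lying within the high and low control bounds, cut at about 19% in these data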;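 further: 0% = median of test compound wells and 100% = no enzyme DMSO wells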
DDE Tn7 FP inh: inhibitors of Tn7 peptide binding to human fibrin DD(E); inhibition, % at 8.3 µM; AID 720508; P02675; hit rate 0.13% among 370,000; FP displacement of FITC-Tn7 peptide from fibrin DD(E); 0% = median of compound wells per plate;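 active means inhibition above the mean of compounds falling within the control limits plus 3 SD of them, cut at about 14% in these data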;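 further: 0% = plate median of compound wells and 100% = 10 µM Aha-Tn7 peptide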
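Test system: human clot-derived fibrin DD(E) complex / Quantity: 2 µM final DD(E) protein / Incubation: 10 min plus 3 h, room temperature / Measured by: fluorescence polarization / Benchmarks: high control of 10 µM Aha-Tn7 peptide / Replicates: singlicate testing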
* hit, by the source's call.

DDE Tn6 FP inh	proKLK7 act	PLC-beta3 inh	Rev-erbA mod	PLCg1 inh	UHRF1 binding	ASAP1 GAP inh	ARFGAP1 inhibitor	HGIII-sPLA2 inh	DDE Tn7 FP inh	SMILES
-4	0.5	-1	-12	-2	5	4	1	-18	7	Cc1cc(C(=O)CSc2nc3ccccc3[nH]2)c(C)n1Cc1ccco1
-14	1.1	-48	-6	-24	2	6	14	8	2	Cn1cnc2cc(NCc3cccs3)ccc21
-6	0.3	-3	34*	2	-1	8	24	-22	-4	O=C(NCc1ccco1)c1ccc(Cn2c(=O)c3sccc3n(Cc3cccc(F)c3)c2=O)cc1
3	0.0	-2	1	-1	3	8	-7	-6	5	CC(C)OP(=O)(c1ccc(N(C)C)cc1)C(Nc1ccccc1)c1ccccc1 (stereo unspecified)
-6	0.0	7	4	3	5	-2	13	-22	5	CCC/C(O)=C1\C(=O)CC(C)(C)CC1=Nc1ccccc1O
9	0.7	2	-6	-1	11	6	-10	0	-3	COc1cc(CNCc2cccs2)ccc1OCC(N)=O
-4	-0.6	-31	7	-15	1	7	3	-6	-3	COCCN1CCN(c2c(C)c(C)nc3cc(-c4cccc(OC)c4)nn23)CC1
-7	-12	-379	3	-337	2	-11	-2	0	3	Cc1nn(-c2ccccc2)c2nc(-c3ccncc3)cc(C(=O)NCc3ccco3)c12

Gathered by group: the compounds so far with an aryl methoxy group (two)
DDE Tn6 FP inh	proKLK7 act	PLC-beta3 inh	Rev-erbA mod	PLCg1 inh	UHRF1 binding	ASAP1 GAP inh	ARFGAP1 inhibitor	HGIII-sPLA2 inh	DDE Tn7 FP inh	SMILES
9	0.7	2	-6	-1	11	6	-10	0	-3	COc1cc(CNCc2cccs2)ccc1OCC(N)=O
-4	-0.6	-31	7	-15	1	7	3	-6	-3	COCCN1CCN(c2c(C)c(C)nc3cc(-c4cccc(OC)c4)nn23)CC1

Continuation.
DDE Tn6 FP inh	proKLK7 act	PLC-beta3 inh	Rev-erbA mod	PLCg1 inh	UHRF1 binding	ASAP1 GAP inh	ARFGAP1 inhibitor	HGIII-sPLA2 inh	DDE Tn7 FP inh	SMILES
5	0.3	1	-1	-2	1	-11	5	9	4	COc1cccc(NC(=O)C2C3C=CC4(O3)C2C(=O)N(C2CC2)C4C(=O)NC2CCCCC2C)c1 (stereo unspecified)
-5	0.2	1	-4	3	-1	-8	5	-4	-2	COc1ccccc1N1CCN(CC(=O)Nc2cc(F)ccc2C)CC1
5	-0.5	-6	3	-2	0	-2	11	-3	1	O=C(COC(=O)CNC(=O)c1ccc(Cl)cc1Cl)Nc1ccc(N2CCOCC2)cc1
10	-0.5	0	-5	-1	0	-2	2	-16	4	Nc1c(-c2ccccc2)c(CSc2nc3ccccc3[nH]2)nn1-c1ccc(C(=O)O)cc1
7	0.6	-7	-1	-22	-1	-10	-1	-8	4	Cc1onc(-c2ccccc2Cl)c1C(=O)OCC(=O)N1CCC(C)CC1
3	-0.2	-1	1	1	-1	-19	7	-2	3	CCCn1c(N)c(C(=O)CSc2nnc(C3CC3)n2Cc2ccccc2)c(=O)[nH]c1=O
4	0.9	-18	-4	-10	-1	-16	4	-34	-6	COc1ccc(-n2c(Cc3cccn3C)nnc2SCC(=O)Nc2ccc(C)c(Cl)c2)cc1
5	0.6	-7	-4	-8	-5	-2	-13	8	-3	COc1cc(CNc2ccc3[nH]c(=O)[nH]c3c2)ccc1OCC(=O)NC(C)(C)C

Some entries already given with just PLC-beta3 inh, PLCg1 inh and UHRF1 binding:
compound,PLC-beta3 inh,PLCg1 inh,UHRF1 binding
CCC/C(O)=C1\C(=O)CC(C)(C)CC1=Nc1ccccc1O,7,3,5
COc1cc(CNCc2cccs2)ccc1OCC(N)=O,2,-1,11
COCCN1CCN(c2c(C)c(C)nc3cc(-c4cccc(OC)c4)nn23)CC1,-31,-15,1

(more compounds)
DDE Tn6 FP inh	proKLK7 act	PLC-beta3 inh	Rev-erbA mod	PLCg1 inh	UHRF1 binding	ASAP1 GAP inh	ARFGAP1 inhibitor	HGIII-sPLA2 inh	DDE Tn7 FP inh	SMILES
1	-0.9	1	9	1	-1	1	-12	-3	3	CCOC(=O)[C@@H]1[C@H]2COc3cc(OC)ccc3[C@H]2N2C(=O)N(c3ccc(Br)cc3)C(=O)[C@]12C
-1	-0.2	-2	0	-2	-1	-7	-3	-3	-1	CCCCCCCCCCCC(=O)NC1CCS(=O)(=O)C1 (stereo unspecified)
2	-0.4	0	-5	6	0	0	1	-1	-3	Clc1ccc(COn2c(-c3ccccc3)nc3ccccc32)cc1
-7	-0.1	-3	0	2	-2	5	18	-16	-1	CCCCC(c1nnnn1Cc1ccco1)N1CCN(c2nc3ccccc3s2)CC1 (stereo unspecified)
10	0.4	0	1	-7	1	1	4	6	4	O=C(COC(=O)Cn1nc(-c2ccccc2)oc1=O)Nc1ccc(F)cc1
0	0.5	1	-5	3	1	-5	4	-9	1	COc1ccc(CCNc2oc(Cc3ccccc3)nc2C#N)cc1OC
6	0.5	-6	-1	1	9	-8	0	-19	-3	O=C(COC(=O)c1ccc(O)cc1)Nc1ccc(S(=O)(=O)N2CCCC2)cc1
5	0.0	-12	2	-2	-2	-4	-2	-7	8	O=C(O)c1nc2nc(Cl)c(Cl)nc2[nH]1

Following part
DDE Tn6 FP inh	proKLK7 act	PLC-beta3 inh	Rev-erbA mod	PLCg1 inh	UHRF1 binding	ASAP1 GAP inh	ARFGAP1 inhibitor	HGIII-sPLA2 inh	DDE Tn7 FP inh	SMILES
4	0.1	2	-10	2	0	5	-5	-9	-10	N#Cc1cccc(NC(=O)c2cc(C3CCCCN3C(=O)c3cccs3)on2)c1 (stereo unspecified)
0	0.3	1	4	1	0	-6	6	3	-2	COC(=O)c1ccc(NC(=O)COc2ccccc2OC)cc1
-7	0.5	-5	2	0	1	8	6	-1	-7	COc1ccc(CNC(=O)CN(C(=O)CCC(=O)Nc2nccs2)c2ccc3c(c2)OCO3)cc1
4	-0.1	-4	-1	-1	0	4	4	3	7	Cc1cc(C)cc(OCC(=O)Nc2cc(C)on2)c1
6	-0.5	1	7	2	-1	-1	23	0	6	CCOC(=O)C1(C)CCN1C(=O)c1ccc(OC)cc1OC (stereo unspecified)
2	-0.3	-2	-1	1	-4	9	5	-19	4	CCCCOC(=O)c1ccc(NC(=O)CN2C(=O)NC3(CCCCCC3)C2=O)cc1
-2	-0.4	1	1	-1	-1	8	11	-8	-1	Cc1ccc(C(=O)Nc2cccc(-c3cn4ccccc4n3)c2)cc1
3	0.6	-6	4	1	-3	-9	-6	5	-2	CCOc1ccc(S(=O)(=O)N2CCCC(C(=O)NCc3ccccn3)C2)cc1 (stereo unspecified)

Other compounds follow.
DDE Tn6 FP inh	proKLK7 act	PLC-beta3 inh	Rev-erbA mod	PLCg1 inh	UHRF1 binding	ASAP1 GAP inh	ARFGAP1 inhibitor	HGIII-sPLA2 inh	DDE Tn7 FP inh	SMILES
0	0.3	0	4	0	-3	4	6	-4	1	COc1cc(OC)cc(-c2nnc(SCC(=O)N(C(C)C)C(C)C)o2)c1
-7	0.3	-5	-1	2	0	-12	1	2	-6	COc1ccc(CCC(C)N(C)Cc2ccccc2)cc1 (stereo unspecified)
7	0.5	-1	3	1	1	7	12	-8	2	O=C(NCc1ccccc1)c1ccc(C2SCC(=O)N2Cc2ccccc2)cc1 (stereo unspecified)
1	-0.5	-2	-9	0	2	-1	-3	2	-2	Cc1occc1C(=O)Nc1ccc2c(c1)OCO2
-4	0.4	-8	7	0	-1	-4	-6	-4	4	CN(C)c1cc[n+](CC(=O)c2ccc(OC(F)F)cc2)cc1
9	0.1	-4	-2	-1	21	-14	-2	-8	7	N#CC1=C(N)Oc2cc3ccccc3cc2C1c1cccnc1 (stereo unspecified)
-5	0.2	1	-4	2	0	3	-7	0	-2	COc1ccc(C2/C(=C(\O)c3ccc(OC)c(Cl)c3)C(=O)C(=O)N2CCN(C)C)cc1 (stereo unspecified)
2	-0.2	-4	1	-1	-2	-4	-6	-1	1	O=C(COC(=O)Cc1ccccc1F)Nc1ccc2c(c1)OCO2

Going on with the list:
DDE Tn6 FP inh	proKLK7 act	PLC-beta3 inh	Rev-erbA mod	PLCg1 inh	UHRF1 binding	ASAP1 GAP inh	ARFGAP1 inhibitor	HGIII-sPLA2 inh	DDE Tn7 FP inh	SMILES
-8	0.5	-42	1	-38	4	-1	8	12	-4	CCN(c1ccc(NC(=O)CSc2nnc3nc(C)cc(C)n23)cc1)C(C)C
2	0.5	2	-2	3	2	-2	9	2	-2	CC(C)CNC(=O)c1ccc(-c2ccc(F)c(F)c2)c2ccoc12
3	-7.5	-3	8	0	9	-10	4	-7	2	CCc1ccc(NC(=O)c2c(C(=O)Nc3ccccc3)sc3nc(C)cc(=O)n23)cc1
5	-0.7	-1	-1	1	-1	3	7	3	3	CC1CCN(C(=O)c2[nH]cnc2C(=O)N(C)Cc2ccccc2)CC1
-2	0.2	-4	0	4	0	-4	10	-6	-5	CCc1nc2ccccc2c(C(=O)OCC(=O)NCc2ccco2)c1C
1	0.2	6	4	2	-2	-13	-2	5	-11	CCCCN1C(=O)c2ccccc2C1C(=O)NC1CCCC1 (stereo unspecified)
0	0.0	-6	-5	-2	2	0	2	4	-1	Cc1cnc(C)c(N2CCN(Cc3nc(-c4cccc(F)c4F)oc3C)CC2)n1
1	-0.3	0	-2	1	-2	-1	5	-10	-6	COc1ccc(CN(C)CC(=O)Nc2cccc3ccccc23)cc1F

The list goes on.
DDE Tn6 FP inh	proKLK7 act	PLC-beta3 inh	Rev-erbA mod	PLCg1 inh	UHRF1 binding	ASAP1 GAP inh	ARFGAP1 inhibitor	HGIII-sPLA2 inh	DDE Tn7 FP inh	SMILES
0	-1.0	-1	3	0	-4	-3	4	1	0	CC(C)C(C(=O)NC1CCCC1)N(Cc1ccco1)C(=O)CNS(=O)(=O)c1ccccc1 (stereo unspecified)
5	0.3	-1	0	0	1	6	1	8	-1	Cc1onc(-c2ccccc2)c1-c1n[nH]c(=S)n1-c1ccccc1
1	0.4	-1	1	4	-5	8	12	-12	2	N/C(=N\OC(=O)COc1ccc2ccccc2c1)c1ccccn1
-3	0.1	5	7	3	2	4	5	6	-2	COc1ccccc1CNC(=O)[C@H](C)NC(=O)C1CCN(C(=O)[C@@H](N)CC(C)C)CC1
-1	-0.3	-3	-2	-1	-1	2	5	1	-6	NNC(=O)c1cncn1-c1ccc(F)cc1
0	0.1	-11	-6	1	-1	0	2	-2	-8	CCN(CC)c1ccc([C@H]2[C@@H]3CCCC[C@]3(O)CCN2CC(=O)NCc2ccco2)cc1
